MrgX1 ag – agonists of human MrgX1 receptor, primary screen, HEK293 cells, Fluo-4 calcium flux; Mas-related G-protein coupled receptor member X1 (Homo sapiens), Q96LB2; Fluo-4 calcium fluorescence, agonist mode; active compounds read high; B-score at 10 µM; 0.44% of 310,000 active; AID 588627, 2011;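 active means calcium response B-score plate-corrected fluorescence ratio at least 3 library SD, with starting fluorescence B-score inside 5 SD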
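System – MrgX1-expressing HEK293 cells · Incubation – cells plated overnight, dye loaded 0.5 h 37 °C, 0.5 h room temperature · Technique – kinetic Fluo-4 NW fluorescence of intracellular calcium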
ANO1 block – TMEM16A chloride channel inhibitors, primary screen, cell-based, HTS. Anoctamin-1 (Mus musculus), Q8BHY3. HEK293 TMEM16A/YFP iodide influx fluorescence, ionomycin. normalized B-score (activity score, 25-100; higher = stronger inhibition) at 10 µM. 1.2% of 310,000 active. AID 588511, 2011;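 active means ratio plate-corrected score three or more library SD toward inhibition, starting fluorescence score within five deviations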;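 further: score derived from kinetic fluorescence span divided by baseline fluorescence per well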
TRPC4 agonist – activators of mouse TRPC4 channel, primary screen, Fluo4 calcium, HEK293 TRPC4beta/mu-opioid cells; Fluo4 calcium fluorescence; active compounds read high; Short transient receptor potential channel 4 (Mus musculus), Q9QUQ5; 0.49% of 310,000 active; B-score at 10 µM;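 active means B-score above 5 SD of library B-scores, and initial fluorescence ratio not above library mean plus 5 SD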;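 further: positive B-score marks a calcium rise read as TRPC4 activation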
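System – HEK293 cells stably co-expressing mouse TRPC4beta and mu-opioid receptor · Signal – Fluo4 calcium-sensitive dye fluorescence, kinetic, 1 Hz baseline · Benchmarks – buffer (low) and maximal DAMGO (high) · Read-out – B score of integrated fluorescence ratio per well · Incubation – dye loading 45 min room temperature, 110 s kinetic read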
TRPC6 activator – mouse TRPC6 channel activators, primary screen, cell-based, HEK293, membrane potential dye. B-score at 10 µM. 0.13% of 310,000 active. HEK293-TRPC6 membrane potential dye fluorescence; active compounds read high. Short transient receptor potential channel 6 (Mus musculus), Q61143;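 active means B-score of the integrated fluorescence ratio above library mean plus 3 SD, and starting fluorescence ratio within library mean plus 5 SD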;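 further: higher score means more depolarization so channel activation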
Target sequence (Q61143 whole entry, looked up): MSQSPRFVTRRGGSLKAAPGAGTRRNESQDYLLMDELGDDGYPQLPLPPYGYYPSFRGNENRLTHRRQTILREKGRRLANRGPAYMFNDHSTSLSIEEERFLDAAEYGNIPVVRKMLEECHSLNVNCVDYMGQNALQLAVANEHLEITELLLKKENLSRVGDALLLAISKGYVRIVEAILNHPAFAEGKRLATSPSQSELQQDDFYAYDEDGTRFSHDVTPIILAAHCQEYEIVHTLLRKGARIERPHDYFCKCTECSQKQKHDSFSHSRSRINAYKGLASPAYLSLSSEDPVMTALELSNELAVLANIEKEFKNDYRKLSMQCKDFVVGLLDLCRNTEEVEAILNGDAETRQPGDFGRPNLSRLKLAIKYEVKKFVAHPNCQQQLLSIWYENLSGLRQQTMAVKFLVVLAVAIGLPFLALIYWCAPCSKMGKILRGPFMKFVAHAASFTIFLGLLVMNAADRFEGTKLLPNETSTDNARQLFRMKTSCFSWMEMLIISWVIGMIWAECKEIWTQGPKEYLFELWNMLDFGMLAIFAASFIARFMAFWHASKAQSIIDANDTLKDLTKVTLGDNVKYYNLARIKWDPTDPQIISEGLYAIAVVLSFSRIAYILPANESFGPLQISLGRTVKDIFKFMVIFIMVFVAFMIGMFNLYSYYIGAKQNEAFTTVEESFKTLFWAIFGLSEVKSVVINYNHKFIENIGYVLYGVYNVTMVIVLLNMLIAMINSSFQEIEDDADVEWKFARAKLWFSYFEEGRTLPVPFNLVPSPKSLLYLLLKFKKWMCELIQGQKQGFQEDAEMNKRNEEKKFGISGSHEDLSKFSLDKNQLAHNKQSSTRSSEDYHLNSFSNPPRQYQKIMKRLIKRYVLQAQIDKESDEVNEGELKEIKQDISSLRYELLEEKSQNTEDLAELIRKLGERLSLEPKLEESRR
TMEM16A act – TMEM16A chloride channel activators or potentiators, primary screen, cell-based, HTS; Anoctamin-1 (Mus musculus), Q8BHY3; HEK293 TMEM16A/YFP-H148Q/I152L, iodide quench fluorescence; active compounds read low; B-score at 10 µM; 0.3% of 340,000 active;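 active means fluorescence-ratio B-score plate-corrected deviation score at least 3 library SD below zero, with starting fluorescence score within 5 deviations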;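 further: channel opened by trigger with iodide after compound preincubation; score built on the fluorescence ratio of max minus min over baseline; more negative score means more quench and so TMEM16A activation or potentiation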
TRPC4 PAM – positive allosteric modulators of TRPC4, primary screen, cell-based, mouse TRPC4beta, HEK293 mu-opioid, Fluo-4 calcium. Short transient receptor potential channel 4 (Mus musculus), Q9QUQ5. B-score at 10 µM. 0.42% of 310,000 active. AID 2227, 2009. DAMGO EC20, Fluo-4 Ca2+ flux; active compounds read high;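 active means B-score of calcium response area above 5 SD of library B-scores, with initial fluorescence ratio within 5 SD of library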;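 further: B-score of integrated fluorescence ratio over time as area under calcium response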
MrgX1 PAM – positive allosteric modulators of MrgX1, primary screen, HEK293 cells, Fluo-4 calcium flux. Mas-related G-protein coupled receptor member X1 (Homo sapiens), Q96LB2. FDSS; active compounds read high. B-score at 10 µM. 0.63% of 310,000 active;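 active means plate-corrected calcium response at least 3 library SD above typical, normal starting fluorescence, not activating the receptor alone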;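 further: compound read alongside a low EC10 to EC30 dose of BAM8-22 agonist; peak minus trough fluorescence over baseline measured at the second addition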
MrgX1 antag – antagonists of human MrgX1 receptor, primary screen, HEK293 cells, Fluo-4 calcium flux; B-score at 10 µM; BAM8-22 antagonism; active compounds read low; AID 588676, 2011; 1.3% of 310,000 active;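 active means calcium-response B-score plate-corrected more than 3 library SD below zero, starting fluorescence within 5 deviations, no agonist response on first addition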;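 further: peak minus trough fluorescence over baseline after final BAM8-22 challenge near maximal dose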
SKKanGAS inh – S. pyogenes SKKanGAS growth inhibitors in kanamycin, primary screen, streptokinase expression inhibitor project, SKKanGAS strain, BacTiter-Glo luminescence | 6 h | inhibition, % at 7.5 µM | 1.3% of 300,000 active;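 active means mean replicate score, as percent of positive control median, at least 50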;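 further: strain carries kanamycin resistance gene driven by streptokinase promoter and grows in 40 µg/ml kanamycin; loss of luminescence reflects streptokinase promoter inhibition or plain growth inhibition; 0% = median of DMSO wells and 100% = positive control at its reference dose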
TRPC6 inhibitor – mouse TRPC6 channel inhibitors, primary screen, cell-based, HEK293, membrane potential dye. 1.1% of 310,000 active. AID 2553, 2010. ACh-evoked depolarization; active compounds read low. B-score at 10 µM. Short transient receptor potential channel 6 (Mus musculus), Q61143;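 active means B-score under library mean minus 3 SD, initial fluorescence not abnormally high, positive integrated signal ratio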;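 further: B-score derived from integrated fluorescence ratio over the kinetic read; more negative B-score means stronger inhibition of depolarization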
TRPC4 inh – inhibitors of mouse TRPC4 channel, primary screen, Fluo4 calcium, HEK293 TRPC4beta/mu-opioid cells; B-score at 10 µM; 0.39% of 300,000 active; AID 2247, 2010; DAMGO-evoked Fluo4 calcium flux; active compounds read low; Short transient receptor potential channel 4 (Mus musculus), Q9QUQ5;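 active means B-score over 3 SD under the library average, no early fluorescence shift, positive overall ratio signal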
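material = TRPC4beta/mu-opioid receptor HEK293 cell line | probe or stimulus = sequential submaximal and maximal DAMGO stimulation | compound dosing = one concentration per compound | measured by = Fluo4 Ca2+ flux fluorescence | evaluation = integrated fluorescence ratio relative to baseline, converted to per-well B score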
* hit, by the source's call; i = inactive; . = not tested or not shown.

SMILES	MrgX1 ag	ANO1 block	TRPC4 agonist	TRPC6 activator	TMEM16A act	TRPC4 PAM	MrgX1 PAM	MrgX1 antag	SKKanGAS inh	TRPC6 inhibitor	TRPC4 inh
Cc1ccc(C(=O)Nc2cccc(C(O)c3ccccc3)c2)cc1 (configuration not stated)	i	i	i	i	i	i	i	i	4	i	i
CCOc1ccc(-c2nn3c(-c4ccc(F)cc4)nnc3s2)cc1	i	i	i	i	i	i	i	i	-11	i	i
Cc1c(C(=O)N(CCc2ccccc2)Cc2ccccc2)cccc1[N+](=O)[O-]	i	i	i	i	i	i	i	i	19	i	i
COc1ccc(N(C(=O)CNC(=O)c2ccco2)C(C(=O)NC2CCCCC2)c2cccnc2)cc1 (configuration not stated)	i	i	i	i	i	i	i	i	3	i	i
CC1/C(=N/O)C(CN(C)C)C2CC1C2(C)C (configuration not stated)	i	i	i	i	i	i	i	i	-3	i	i
Cc1nc2c(cc1C#N)C(=O)c1ccccc1-2	i	i	i	i	i	i	i	i	4	-5*	i
C=CCSc1nnc(-c2ccccc2NC(C)=O)c(=O)[nH]1	i	i	i	i	i	i	i	i	-14	i	i
Cn1cc(SCC(=O)NCCc2ccccc2)c2ccccc21	i	i	i	i	i	i	i	i	5	i	i
CCOC(=O)c1ccccc1NC(=O)COC(=O)CCNS(=O)(=O)c1ccccc1	i	i	i	i	i	i	i	i	-6	i	i
Cc1cc(OCC(=O)NNC(=S)NC(=O)c2cccs2)ccc1Cl	i	i	i	i	i	19*	8.4*	i	.	i	i
Cc1ccc(S(=O)(=O)N/N=C/c2cccs2)cc1	i	i	i	i	i	i	i	i	0	i	i
CC(C)Cc1nc2oc3c(N4CCN(CCO)CC4)ncnc3c2c2c1CCCC2	i	i	i	i	i	i	i	i	-1	i	i
COc1cc(-c2cc(C(=O)O)c3c(OC)c(OC)c(OC)cc3n2)ccc1O	i	i	i	i	i	i	i	i	-13	i	i
CC(=O)N/C(=C/c1ccc2c(c1)OCO2)C(=O)NCCO	i	i	i	i	i	i	i	i	-6	i	i
CCN1CCN(c2nc3c(c(=O)[nH]c(=O)n3C)n2Cc2ccccc2)CC1	i	i	i	i	i	i	i	i	-1	i	i
c1ccc2c(Nc3nncs3)c3ccccc3nc2c1	i	i	i	i	i	i	i	i	2	i	i
CCOC(=O)c1ccc(NS(=O)(=O)c2c(N)n(C)c(=O)n(C)c2=O)cc1	i	i	i	i	i	i	i	i	9	i	i
Nn1cnnc1N/N=C/c1ccccc1C(F)(F)F	i	i	i	i	i	i	i	i	-1	i	i
Cc1cc(NC(=O)c2ccc3c(c2)C(=O)N(CC(C)C)C3=O)no1	i	i	i	i	i	i	i	i	-12	i	i
Cc1nc2ccccc2c(=O)n1-c1ccc(F)c(NC(=O)c2cccs2)c1	i	i	i	i	i	i	i	i	6	i	i
Cc1ccc(S(=O)(=O)N2CCN(C(=O)c3c(-c4ccccc4)noc3C)CC2)c(C)c1	i	i	i	i	i	i	i	i	-7	i	i
Cc1ccc(/C=N/NC(=O)CNC(=O)COc2ccccc2)cc1	i	i	i	i	i	i	i	i	4	i	i
Cc1ccc(C)c(S(=O)(=O)c2c(N)n(/N=C/c3ccco3)c3nc4ccccc4nc23)c1	i	i	i	i	i	i	i	i	28	i	i
O=C1CCN=C(Nc2ccc(F)cc2)N1Cc1ccccc1	i	i	i	i	i	i	i	i	-2	i	i
NCCCN1CCOCC1	i	i	i	i	i	i	i	i	-4	i	i
COc1cccc(NC(=O)c2ccnc(N3CCC(C(=O)NCc4ccccc4OC)CC3)c2)c1	i	i	i	i	i	i	i	i	-1	i	i
COc1cc2[nH]c3c(Cl)ncnc3c2cc1OC	i	i	i	i	i	i	i	i	45	i	i
COc1ccccc1NC(=O)Nc1nnc(CC(=O)Nc2ccccc2)s1	i	i	i	i	.	i	i	i	-27	i	i
O=C(O)c1cc(-c2cccs2)nc2cc3c(cc12)OCCO3	i	i	i	i	i	i	i	i	4	i	i
O=C(CCn1cccc1)Nc1cc(F)ccc1F	i	i	i	i	i	i	i	i	-10	i	i
N/C(=N\OC(=O)COc1ccc2ccccc2c1Br)c1cccnc1	i	25*	i	i	.	i	i	i	18	i	i
N/C(=N\c1nc2ccccc2o1)NC(=O)c1ccccc1	i	i	i	i	i	i	i	i	4	i	i
COc1ccc(Oc2ccc3c(C(F)(F)F)cc(C(F)(F)F)nc3n2)cc1	i	i	i	i	i	i	i	i	-5	i	i
CCc1cccc(NS(=O)(=O)c2csc(C(N)=O)c2)c1	i	i	i	i	i	i	i	i	-3	i	i
CC(=O)OC1OCCOC1NC(=S)Nc1ccc(C)cc1 (configuration not stated)	i	i	i	i	i	i	i	i	0	i	i
Nc1c(C(=O)c2ccc(F)cc2)oc2ccccc12	i	i	i	i	i	i	i	i	-11	i	i
C=CCn1c(-c2ccc(F)cc2)n[nH]c1=S	i	i	i	i	i	i	i	i	0	i	i
COc1ccc2c(c1)C(=O)CC(c1ccc3c(c1)OCCO3)O2 (configuration not stated)	i	i	i	i	i	i	i	i	0	i	i
Cc1cccc2cc(C(c3nnnn3Cc3ccccc3)N3CCN(c4ccccc4)CC3)c(=O)[nH]c12 (configuration not stated)	i	i	i	i	i	i	i	i	-10	i	i
N#CCc1ccc(Oc2ccc([N+](=O)[O-])cn2)cc1	i	i	i	i	i	i	i	i	6	i	i
CC(OC(=O)CSc1ccc(F)cc1)C(=O)NC1(C#N)CCCCC1 (configuration not stated)	i	i	i	i	i	i	i	i	18	i	i
O=C(C1=C[C@H](C2CC2)C[C@H](OCCCCO)O1)N1CCN(Cc2ccc3c(c2)OCO3)CC1	i	i	i	i	i	i	i	i	0	i	i
Cn1c(CCN2CCCCC2)nc2cc(NS(=O)(=O)c3ccc(Cl)cc3)ccc21	i	i	i	i	i	i	i	i	6	i	i
CCCc1cc(=O)oc2cc(OCC(=O)NC3CCN(Cc4ccccc4)CC3)ccc12	i	i	i	i	i	i	i	i	0	i	i
CCCCCn1c(Sc2ncccn2)nc2c1c(=O)[nH]c(=O)n2C	i	i	i	i	i	i	i	i	-4	i	i
CC(=O)c1cccc(N(C(=O)CNC(=O)c2ccco2)C(C(=O)NC2CCCC2)c2ccncc2)c1 (configuration not stated)	i	i	i	i	i	i	i	i	-2	i	i
O=C(Cn1nnc2ccccc21)C1CC1	i	i	i	i	i	i	i	i	-4	i	i
Cc1ccc(S(=O)(=O)NCC(=O)N2CCN(c3ccc(F)cc3)CC2)cc1	i	i	i	i	i	i	i	i	-4	i	i
COc1ccc(OC)c(C2C=C(c3ccc(C)c(C)c3)Nc3nnnn32)c1 (configuration not stated)	i	i	i	i	i	i	i	i	11	i	i
CCOC(=O)Cc1csc(NC(NC(=O)OCC)(C(=O)OCC)C(F)(F)F)n1 (configuration not stated)	i	i	i	i	i	i	i	i	-4	i	i
O=C(c1ccccn1)N1CCCC(N2CCN(Cc3ccc4c(c3)OCO4)CC2)C1 (configuration not stated)	i	i	i	i	i	i	i	i	-8	i	i
O=C(NC1(C(F)(F)F)N=C2SCCN2C1=O)c1ccco1 (configuration not stated)	i	i	i	i	i	i	i	i	0	i	i
Cc1ccc(-n2nc3c(c2NC(=O)C(C)(C)C)CSC3)c(C)c1	i	i	i	i	i	i	i	i	-3	i	i
CCOc1ccc(C(=O)Nc2cccc(C(=O)O)c2)cc1Cl	i	i	i	i	i	i	i	i	-9	i	i
O=C(O)C(Oc1ccc2c3c(c(=O)oc2c1)CCC3)c1ccccc1 (configuration not stated)	i	i	i	i	i	i	i	i	5	i	i
OC(CNCc1ccc(Cl)cc1)COc1ccccc1 (configuration not stated)	i	i	i	i	i	i	i	i	2	i	i
CCCCCOC(=O)c1[nH]c2c(c1C)C(=O)C(C(=O)OC)C(C)C2 (configuration not stated)	i	i	i	i	i	i	i	i	-2	i	i
O=C(Nc1ccccc1-c1ccccc1)NC1CCN(CC(=O)N2CCOCC2)CC1	i	i	i	i	i	i	i	i	-7	i	i
CC1CCN(c2ccc(C(=O)OCC(=O)NCCN3C(=O)CSC3=O)cc2[N+](=O)[O-])CC1	i	i	i	i	i	i	i	i	-3	i	i
CCOc1ccc(S(=O)(=O)Nc2c(C)n(C)n(-c3ccccc3)c2=O)cc1	i	i	i	i	i	i	i	i	1	i	i
(continued)
SMILES	MrgX1 ag	ANO1 block	TRPC4 agonist	TRPC6 activator	TMEM16A act	TRPC4 PAM	MrgX1 PAM	MrgX1 antag	SKKanGAS inh	TRPC6 inhibitor	TRPC4 inh
O=C(NC(=S)NNC(=O)[C@H]1C[C@@H]1c1ccccc1)c1ccc(F)cc1	i	i	i	i	i	i	i	i	82*	i	i
CSc1cccc(-n2ccc(=O)c(C)c2C)c1	i	i	i	i	i	i	i	i	-1	i	i
O=C(NC(C(=O)N/N=C/c1cccc2ccccc12)c1n[nH]c(=O)c2ccccc12)c1ccccc1 (configuration not stated)	i	i	i	i	i	i	i	i	5	i	i
CC(Sc1nc2ccccc2s1)C(=O)N1CCOCC1 (configuration not stated)	i	i	i	i	i	i	i	i	3	i	i
Fc1ccc(-n2c(-c3ccc4c(c3)OCO4)n[nH]c2=S)cc1Cl	i	i	i	i	i	i	i	i	4	i	i
Cc1nn(C)c(C)c1CCC(=O)O	i	i	i	i	i	i	i	i	0	i	i

Screens: PubChem BioAssay, several laboratories
